# Scp-1 inhibitor – inhibitors of human Scp-1 phosphatase; Recombinant Scp1, phosphopeptide, malachite green phosphate absorbance; inhibition, % at 20 µM; 340,000 tested, 0.88% active; Q9GZU7;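 active means inhibition above about 50% at 20 µM, limit read from the data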;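 further: plate controls were DMSO wells with enzyme for no effect and wells lacking enzyme for full effect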
#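 Incubation: 45 min enzyme reaction at room temperature / System: truncated SCP-1 phosphatase (76-261aa) / Reagent: Phospho 17-mer peptide substrate / Buffer or medium: Acidic Tris acetate buffer with magnesium and detergent / Signal: absorbance at 630 nm / Doses: one concentration, 20 µM, with 1.0% DMSO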
# SUMO1 PPI mod – modulators of human SUMO1-mediated protein-protein interactions | inhibition, % at 20 µM | 360,000 tested, 0.33% active | SUMO1 binding to a labelled peptide, TR-FRET, 1 h | P63165; in the data active means inhibition above about 37%
# Tb MetRS inh – blocks T. brucei methionyl-tRNA synthetase activity; 360,000 tested, 0.4% active; purified T. brucei MetRS, ATP depletion, Kinase-Glo luminescence; inhibition, % at 11.9 µM; AID 624268;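 active means inhibition above a per-plate cutoff of the control wells' mean inhibition plus 3 SD, cut at about 5.5% in these data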;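 further: 0% = DMSO wells median and 100% = median of wells with control inhibitor compound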
#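 technique = Kinase-Glo luminescence, ATP depletion format | system = purified MetRS (methionyl-tRNA synthetase) enzyme from Trypanosoma brucei | timing = 15 min preincubation, 2 h reaction, all 25 °C | evaluation = percent inhibition versus plate control medians | dosing = single dose, 11.9 µM final nominal, 0.9% final DMSO | also added = substrates ATP, L-methionine and bulk Escherichia coli tRNA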
# NRP1-CendR mod – modulators of CendR peptide binding to human neuropilin-1. O14786. FAM-RPARPAR peptide binding to NRP-1, fluorescence polarization. inhibition, % at 25 µM. 360,000 tested, 0.85% active. AID 602438;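 active means inhibition or corrected inhibition above about 18%, plus a signal ratio from 0.5 to 1.5, limit read from the data, passing the limit was not always enough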; further: strong numbers were not always called active
# MsrA inh – bovine MsrA inhibition; purified bovine MsrA, absorbance read-out; inhibition, % at 15.5 µM; 360,000 tested, 0.75% active; in the data active means inhibition above about 4.5%;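 further: 0% = vehicle wells with enzyme and 100% = reference inhibitor wells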
# bovine MsrA act – activates bovine MsrA enzyme | purified bovine MsrA, absorbance read-out | activation, % at 10.6 µM | 360,000 tested, 0.3% active; in the data active means activation above about 7.5%;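 further: 0% = vehicle and 100% = reference activator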
# DNMT1 inh – inhibitors of human DNMT1. P26358. DNMT1 molecular beacon, Hinp1I cleavage, fluorescence. inhibition (reported as % activation of signal), % at 10 µM. 360,000 tested, 0.83% active. AID 588458; in the data active means inhibition above about 50%
# Target sequence (P26358 504-1616 limits assumed): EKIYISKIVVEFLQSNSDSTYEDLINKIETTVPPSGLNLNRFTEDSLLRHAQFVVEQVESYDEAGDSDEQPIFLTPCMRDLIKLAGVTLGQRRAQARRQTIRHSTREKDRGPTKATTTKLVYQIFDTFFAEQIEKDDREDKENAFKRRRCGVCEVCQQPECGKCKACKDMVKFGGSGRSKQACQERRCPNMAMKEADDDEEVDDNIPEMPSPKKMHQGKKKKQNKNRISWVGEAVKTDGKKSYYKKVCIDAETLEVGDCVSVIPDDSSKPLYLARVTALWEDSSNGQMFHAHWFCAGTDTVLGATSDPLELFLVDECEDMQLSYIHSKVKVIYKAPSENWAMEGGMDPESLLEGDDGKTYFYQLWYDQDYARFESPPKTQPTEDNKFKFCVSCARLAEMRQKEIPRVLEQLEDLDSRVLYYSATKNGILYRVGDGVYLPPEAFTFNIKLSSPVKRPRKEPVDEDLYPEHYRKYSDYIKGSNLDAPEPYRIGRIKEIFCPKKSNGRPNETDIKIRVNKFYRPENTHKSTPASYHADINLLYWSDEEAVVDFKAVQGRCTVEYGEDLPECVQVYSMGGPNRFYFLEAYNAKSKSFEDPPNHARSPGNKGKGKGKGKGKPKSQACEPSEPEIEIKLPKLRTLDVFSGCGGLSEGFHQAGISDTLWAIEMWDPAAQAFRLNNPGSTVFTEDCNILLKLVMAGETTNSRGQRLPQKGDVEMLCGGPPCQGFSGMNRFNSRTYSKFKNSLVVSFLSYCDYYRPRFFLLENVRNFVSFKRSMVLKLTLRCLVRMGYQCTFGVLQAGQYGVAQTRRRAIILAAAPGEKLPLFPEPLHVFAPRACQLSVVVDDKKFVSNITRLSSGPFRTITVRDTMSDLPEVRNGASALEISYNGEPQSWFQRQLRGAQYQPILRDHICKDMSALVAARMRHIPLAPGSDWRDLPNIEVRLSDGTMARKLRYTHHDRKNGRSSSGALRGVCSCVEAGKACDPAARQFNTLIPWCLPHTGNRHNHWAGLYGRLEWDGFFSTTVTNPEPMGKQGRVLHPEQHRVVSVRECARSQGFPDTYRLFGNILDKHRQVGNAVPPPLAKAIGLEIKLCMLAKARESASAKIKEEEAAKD
# E coli Lon inh – inhibits E. coli Lon protease; P0A9M0; purified E. coli Lon protease, fluorescence polarization; inhibition, % at 7.94 µM; 360,000 tested, 0.42% active; AID 602123; in the data active means inhibition above about 13%, passing the limit was not always enough;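 further: 0% = enzyme with probe and DMSO and 100% = no enzyme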
# LMPTP inh – LMPTP (human) inhibition | P24666 | recombinant LMPTP-A, OMFP fluorogenic substrate, fluorescence intensity | inhibition, % at 20 µM | 360,000 tested, 0.22% active;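 active means compounds that cut the enzyme signal by at least half of the control window in the single-dose screen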;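 further: plate controls were DMSO wells with enzyme plus substrate for no effect and substrate without enzyme for full effect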
#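 Test system: LMPTP-A phosphatase enzyme; input: 0.625 nM LMPTP-A final; reagent: OMFP substrate, 400 µM final; compound dosing: 20 µM single dose, 3% DMSO; incubation: 50 min dark incubation at room temperature; measured by: endpoint fluorescence intensity from OMFP dephosphorylation; measure: % inhibition relative to no-enzyme and uninhibited control wells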
# STEP inh – blocks human striatal-enriched tyrosine phosphatase; P54829; recombinant STEP, OMFP fluorogenic substrate, fluorescence; inhibition, % at 20 µM; 360,000 tested, 0.25% active; AID 588621;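 active means inhibition at 20 µM, scaled per plate between control wells, above about 37%, limit read from the data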;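 further: 0% = DMSO with enzyme and substrate and 100% = substrate only without enzyme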
#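 Assay system: isolated STEP enzyme. Buffer or medium: pH 6.0 Bis-Tris with DTT and Tween 20. Also added: fluorogenic phosphatase substrate OMFP at 25 µM final. Dosing: 20 µM, 1% DMSO. Timing: 20 min reaction, room temperature, in the dark. Measured by: fluorescence intensity, excitation 480 nm, emission 540 nm. Evaluation: normalized % inhibition.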
# * marks the source's active call; other numbers are inactive results; · = no result given.
canonical_smiles,Scp-1 inhibitor,SUMO1 PPI mod,Tb MetRS inh,NRP1-CendR mod,MsrA inh,bovine MsrA act,DNMT1 inh,E coli Lon inh,LMPTP inh,STEP inh
O=C1N[C@@H](c2ccccc2)COC(=O)[C@H](Cc2ccc(F)cc2)CC/C=C/C[C@@H]1CC(=O)N(CCO)Cc1ccccc1,-2,5,0.9,-2,-0.2,0,-9,2,1.7,6
Cc1ccc(NC(=O)c2cc(C)nc3ccccc23)c(C)c1,-6,-2,-0.9,0,0.3,-2,1,-8,-2.4,-1
COc1ccc(Br)cc1CN(C)C(=O)c1ccncc1,1,-21,-0.3,13,-0.4,-4,-1,-6,-10,-2
CC(C)(C)c1ccc(-c2nc3c(C#N)c(-c4ccc5c(c4)OCO5)ccn3n2)cc1,-8,12,0.0,0,0.1,-1,-3,11,-1.8,0
CC(C)N1CCC(=NNC(=O)c2ccccc2[N+](=O)[O-])CC1,-13,-3,0.5,2,0.3,-4,-2,-4,0.0,0
CCc1ccc(CC2(O)CC(C)N(C)CC2C)cc1 (stereo not drawn),-7,0,1.0,4,1.5,-1,-3,1,0.4,-1
Cc1cc(Cl)cc2c(N=Nc3ccccc3C(=O)O)c(O)[nH]c12,-4,4,1.5,-10,0.9,-1,-7,-1,4.4,0
O=C1NC(=Nc2ccccc2Cl)S/C1=C\c1cccc([N+](=O)[O-])c1,-7,0,-0.1,-12,1.2,-5,9,3,3.7,2
Cc1cc(C)c(C#N)c(SCC(=O)Nc2ccc(S(=O)(=O)Nc3ncccn3)cc2)n1,-2,7,0.1,-5,-0.2,-2,0,7,-0.6,-1
COc1ccccc1CNC(=O)[C@H](C)NC(=O)C1CCN(C(=O)[C@@H]2CCCN2C(=O)OC(C)(C)C)CC1,-1,1,-0.1,-1,0.4,2,5,0,-2.3,-1
Cc1ccc(N2C(=O)CS/C2=N\C(=S)Nc2ccccc2)cc1,-13,1,-1.1,-1,0.1,-5,-1,-2,-0.1,0
CCN(CC)S(=O)(=O)c1cccc(NC(=S)NC(=O)/C=C/c2ccc(S(=O)(=O)N3CCOCC3)cc2)c1,-6,3,-0.6,-13,-0.5,-5,0,-8,1.6,-1
CCOC(=O)N1CCC(NC(=O)C(Cc2ccccc2)NC(=O)c2ccco2)CC1 (stereo not drawn),-3,-3,-0.5,-4,0.7,-2,0,2,-1.5,-2
CC(C)(C)C(=O)Nc1cc(S(=O)(=O)Nc2ccc(Cl)cc2)ccc1Cl,-8,3,-0.9,-9,-0.3,-2,-4,1,1.3,3
O=C(O)CCn1c(-c2ccccc2)cc2c1CCCC2=O,-10,4,-0.6,15,0.2,-1,-6,-6,-0.5,1
Cc1nc(=S)c2c([nH]1)-c1ccccc1CC21CCCCC1,-10,1,-1.1,-3,-0.8,-1,2,6,-0.7,0
Cc1ccc(-c2nc(CS(=O)CC(=O)NCCN3CCCCC3C)c(C)o2)cc1 (stereo not drawn),-7,0,0.3,10,0.7,-1,5,-7,-1.8,2
CC1Cc2ccccc2N1CC(=O)Nc1ccc2c(c1)OCCCO2 (stereo not drawn),-8,-1,0.2,1,0.0,-6,1,-8,1.2,2
O=S(=O)(NCC(c1cccnc1)N1CCOCC1)c1cccs1 (stereo not drawn),-5,-2,0.5,-10,-1.2,-4,0,6,-0.7,-3
O=C(c1cccc(NC2=NC3CS(=O)(=O)CC3S2)c1)N1CCN(c2ccc(F)cc2)CC1 (stereo not drawn),-7,-2,-0.2,-7,0.1,-3,1,-6,-0.7,5
CCC(=O)Nc1cc(C(C)(C)C)ccc1C(C)=O,4,-1,0.2,6,0.1,-2,3,-4,-1.2,2
O=C(NCc1ccco1)c1cc(-c2cccs2)nc2ccccc12,-4,-4,-1.1,-6,1.8,-4,3,-3,1.0,3
CCCNCc1cc(Cl)c(OCC)c(Cl)c1,-1,2,-1.3,-6,0.0,3,3,6,0.1,-3
CCCCN(CC)C(=O)CSc1nc2n[nH]c(C)c2c(=N)n1-c1cccc(C)c1,-2,10,-1.1,0,-2.0,-9,0,4,-11,3
CCn1c(C)nc2cc(C(=O)N/N=C/c3cccc(O)c3O)ccc21,-15,7,1.0,-21,2.4,-3,-7,11,7.7,4
CC(C)COc1cccc(C(=O)NC2(C)CCS(=O)(=O)C2)c1 (stereo not drawn),5,0,-0.3,9,1.8,-2,-12,8,0.8,-2
CCOC(=O)Cn1c2c(c(-c3ccccc3OC)cc1=O)CCCC2,-6,-1,-0.2,1,0.9,0,0,-8,2.4,2
COc1ccc(NCC(=O)n2c(C)c(C)c3ccccc32)cc1OC,-4,1,-0.4,-8,0.8,-5,-3,2,0.0,5
CCOC(=O)C1CCN(C(=O)CN(c2ccc(OC)cc2)S(=O)(=O)c2c(C)noc2C)CC1,-12,-2,0.2,3,-0.3,-2,5,7,-0.9,0
COC(=O)Cn1nc(C)c2ccccc2c1=O,-7,-1,-0.4,2,-1.2,-3,3,11,-0.6,0
O=C(COC(=O)c1ccc(O)cc1O)c1ccc2c(c1)OCO2,-7,-1,-0.3,-10,1.2,-4,-1,3,0.5,3
Cc1cc(C)c(S(=O)(=O)n2nc(C)c(Br)c2C)c(C)c1,-7,6,-1.2,0,0.8,-7,5,-8,-1.6,-1
O=C(Nc1ccc(F)c(Cl)c1)c1ccc2c(=O)n3c(nc2c1)CCCCC3,-2,7,0.7,-10,0.0,-1,-4,-4,0.5,-2
COc1ccc(CNC(=O)C2CCN(S(=O)(=O)N3CCCCC3)CC2)cc1,6,1,-1.1,-10,0.1,-10,4,0,-1.0,-2
N#Cc1c(NCCN)nc(-c2ccco2)c2c1CCCC2,-5,-12,-0.9,0,1.6,-5,39,-5,0.6,4
COc1ccc(C(=O)NNC(=O)c2cccc(S(=O)(=O)N3CCOCC3)c2)cc1,1,0,0.3,1,-0.3,0,0,1,0.5,-3

# Some entries already given, limited to DNMT1 inh, STEP inh and NRP1-CendR mod:
compound | DNMT1 inh | STEP inh | NRP1-CendR mod
O=C1NC(=Nc2ccccc2Cl)S/C1=C\c1cccc([N+](=O)[O-])c1 | 9 | 2 | -12
CC(C)(C)C(=O)Nc1cc(S(=O)(=O)Nc2ccc(Cl)cc2)ccc1Cl | -4 | 3 | -9

# The listing continues.
canonical_smiles,Scp-1 inhibitor,SUMO1 PPI mod,Tb MetRS inh,NRP1-CendR mod,MsrA inh,bovine MsrA act,DNMT1 inh,E coli Lon inh,LMPTP inh,STEP inh
CCCCCc1nc2c(=O)n(C)c3ccccc3c2o1,2,5,-2.0,1,0.5,-13,10,-5,0.7,-1
Cc1ccc(Cn2nc(C)cc2C(=O)Nc2ccc(Cl)cc2)cc1,-10,-3,-0.7,16,0.7,-2,2,6,2.1,-1
CC1(C)COC(c2cccn2Cc2ccccc2Cl)=N1,-4,1,-1.0,6,0.8,-12,-2,1,2.9,-2
COc1ccc(-c2cc3nc(NCc4ccc(C)cc4C)n(C)c(=O)c3s2)cc1OC,·,-19,-0.1,-4,-0.6,-3,-18,-6,6.9,2
CN1CCN(C(=O)CN(c2cccc(Br)c2)S(=O)(=O)c2ccccc2)CC1,-3,3,-0.8,13,-0.3,-1,3,-4,0.3,-3
Cc1ccc(S(=O)(=O)N(c2ccc(Br)cc2)C2C=CS(=O)(=O)C2)cc1 (stereo not drawn),-6,-1,-0.4,7,-1.6,-2,-1,-1,0.9,-1
Cc1ccccc1C(=O)NC1CC2CCCC(C1)N2Cc1ccccc1 (stereo not drawn),4,5,-0.4,-2,-1.6,-7,-3,7,-0.7,7
CC(=O)N/C(=C\c1ccccc1)C(=O)OCC(=O)N(C)C1CCS(=O)(=O)C1 (stereo not drawn),15,-2,-0.4,2,0.0,-3,-1,-7,-0.7,3
Cc1nc2ccc(-c3nc4ccc(N)cc4[nH]3)cc2[nH]1,-5,9,0.8,3,3.5,-4,-24,0,4.7,5
C[C@]12c3[nH]c4ccc(Cl)cc4c3CCN1C(=O)[C@@H](CC(=O)NCC13CC4CC(CC(C4)C1)C3)C[C@@H]2C(=O)N1CCOCC1,4,3,-1.2,3,-1.0,-4,-13,3,1.8,-1
CCC(C)N(C)Cc1cccc(C2(O)CCN(S(=O)(=O)c3ccc(F)cc3)CC2)c1 (stereo not drawn),-2,4,-0.1,-9,0.1,3,0,-6,-1.4,-5
CC1CN(Cc2ccccc2)C(=O)NC1=O (stereo not drawn),-7,0,-0.1,7,0.9,-6,0,2,-2.3,-2
O=c1cc(-c2ccc(O)cc2)oc2c([C@@H]3O[C@H](CO)[C@@H](O)[C@H](O)[C@H]3O)c(O)c([C@@H]3O[C@H](CO)[C@@H](O)[C@H](O)[C@H]3O)c(O)c12,1,-11,0.0,3,2.9,-6,2,-7,-1.9,2
CC(=O)C(C)Oc1ncn(-c2ccccc2)n1 (stereo not drawn),-7,-6,-1.4,7,0.2,-5,3,0,-2.6,-6
C/C(=N\NC(=O)c1cc([N+](=O)[O-])cc([N+](=O)[O-])c1)c1ccco1,0,-16,-0.4,25*,1.9,1,-9,-3,0.6,2
O=C(c1ccoc1)N1CCC2(CC1)Oc1ccc(Cl)cc1C(=O)C21CC(c2cccnc2)=NO1 (stereo not drawn),-3,5,-0.2,4,-0.7,-4,1,-7,0.1,4
Cc1c(NN=C(C#N)C#N)c(=O)n(-c2ccccc2)n1C,-7,2,0.3,10,2.1,3,-12,-2,-1.8,-2
CCOC(=O)CNC(=O)CSc1nc(C(C)C)nc2c1cnn2-c1ccccc1,·,1,0.2,-4,-0.5,-1,7,2,0.6,4
COc1ccc(C2Nc3ccccc3C(=O)N2NS(=O)(=O)c2ccccc2)cc1 (stereo not drawn),3,2,-1.4,6,-0.2,-9,0,-1,1.4,2
C[C@H](CO)N1C[C@H](C)[C@H](CN(C)C(=O)Nc2ccc(F)cc2)OCc2ccccc2-c2c(n(C)c3ccccc23)C1=O,·,5,-0.9,-5,0.2,0,-2,-5,-1.0,1
CCN(CC(=O)NC1CCS(=O)(=O)C1)C(=O)COc1ccccc1-c1ccccc1 (stereo not drawn),0,7,-0.2,-15,-0.9,-4,4,1,0.4,1
C[C@H](CO)N1C[C@H](C)[C@H](CN(C)C(=O)c2ccccn2)Oc2cc(C#Cc3ccc(F)cc3)ccc2S1(=O)=O,·,19,-0.6,1,0.6,-1,-5,-2,0.0,3

# An unsorted share of the library (roughly 4.3% active in at least one column).
